Ba/F3 V617F tox: lowers viability of Ba/F3 cells expressing EpoR and JAK2V617F | inhibition, % at 5.6 µM | ATP luminescence | actives 1.1% (n = 220,000);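 active = inhibition above the campaign mean plus 3 SD over all tested compounds, cut at about 24% in these data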;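 note: cytokine-independent growth of Ba/F3 cells driven by EpoR plus mutant JAK2; 0% = DMSO-treated cells and 100% = JAK inhibitor I control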
PPC-1+TRAIL kill: compounds killing PPC-1 cancer cells with TRAIL present (potentiator screen, no TRAIL-free arm). PPC-1 cells + TRAIL, ATPLite viability luminescence. cell killing (% activity), % at 4 µM. actives 0.41% (n = 220,000). AID 1443;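 active = cell killing above 50% in the first pass at 4 µM, then a duplicate retest at 5 µM averaging 50% or more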;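 note: plate controls were cells with TRAIL plus DMSO for no effect and medium-only wells lacking cells for full effect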
CHOP inh: CHOP inhibition in unfolded protein response | AID 2732 | inhibition, % at 10 µM | CHO-K1 CHOP-promoter luciferase, tunicamycin-induced, 15-18 h | actives 3.8% (n = 220,000);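 active = compounds that reduced the stress-induced luciferase reporter signal by more than about 70% of percent inhibition, limit read from the data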;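 note: 0% = tunicamycin plus vehicle and 100% = wells without tunicamycin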
BaF3 tox: counter-screen for JAK2V617F inhibitors: parental Ba/F3 viability inhibitors; CellTiter-Glo ATP luminescence; inhibition, % at 5.6 µM; actives 1.1% (n = 220,000); AID 1486;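 active = inhibition above a per-campaign cutoff, the mean inhibition of all tested compounds plus 3 SD, cut at about 27% in these data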;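 note: 0% = DMSO wells and 100% = JAK Inhibitor I control wells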
RBBP9 inh: inhibitors of human serine hydrolase RBBP9; actives 0.2% (n = 220,000); recombinant RBBP9, FP-Rh probe fluorescence polarization; AID 1515; O75884; inhibition, % at 7.94 µM;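 active = inhibition above the campaign mean of all tested compounds plus 3 SD, cut at about 14% in these data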;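 note: plate controls were DMSO wells with RBBP9 for no effect and wells lacking RBBP9 protein for full effect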
Target sequence (O75884 whole entry, looked up): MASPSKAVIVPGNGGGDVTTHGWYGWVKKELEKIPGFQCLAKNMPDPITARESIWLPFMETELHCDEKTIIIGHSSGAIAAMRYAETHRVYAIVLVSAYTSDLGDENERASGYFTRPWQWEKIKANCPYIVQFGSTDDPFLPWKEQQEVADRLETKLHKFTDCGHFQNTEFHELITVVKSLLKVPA
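Measured by: FP readout at 525/598 nm; material: recombinant human RBBP9; also added: Serine-hydrolase probe FP-Rh, 375 nM pre-mixing; medium: Tris buffer pH 8.0, NaCl, Pluronic; replication: one well per compound; doses: one concentration, 7.94 µM nominal, 0.794% DMSO; timing: preincubation 30 min plus labeling 45 min at 25 °C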
Wee1 stabilizer: human Wee1 degradation inhibition, primary screen. P30291. HeLa Luc-Wee1K328M stability, luciferase luminescence; 100% = proteasome inhibitor MG132 effect. reporter increase, % at 5 µM. actives 1.2% (n = 220,000). AID 1321;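 active = activation above the mean of all tested compounds plus 3 SD, set per screening run, cut at about 8.8% in these data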;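 note: cells exposed to compound for 20 h before luminescence read; 0% = DMSO alone and 100% = MG132 at 30 µM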
TNF necrop inh: TNF-alpha cell death inhibition in Jurkat FADD-/- cells. Jurkat FADD-/- TNF necroptosis rescue, ATP luminescence, 24 h; 0 = TNF only, 100 = no-TNF cells. activation (protection from cell death), % at 10 µM. actives 0.068% (n = 220,000). AID 463075;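 active = activation, meaning protection from cell death, of at least 50% relative to plate controls; inactive = activation below 50%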;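 note: necroptosis triggered by 40 ng/mL TNF-alpha added together with compound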
zfTRPN1 agonist: agonists of zebrafish TRPN1 channel; HEK293 zebrafish TRPN1-YFP, Fluo-8 calcium fluorescence; 100% = response to 87 µM carbachol; activation, % at 3 µM; actives 0.18% (n = 220,000);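 active = activation above its plate's cutoff, the mean activation of test wells on that plate plus 3 SD, cut at about 19% in these data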;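 note: 0% = DMSO alone and 100% = 87 µM carbachol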
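Material: zebrafish TRPN1-YFP in HEK293 cells. Doses: one dose of 3 µM, 0.3% DMSO. Incubation: dye 1 h 37 °C plus 30 min RT. Measured by: intracellular calcium fluorescence with Fluo-8.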
TRPML3 agonist: activates the human TRPML3 channel. Q8TDD5. HEK293 TRPML3-YFP, Fluo-8 calcium fluorescence; 100% = the carbachol control signal. activation, % at 3 µM. actives 0.29% (n = 220,000);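 active = activation above its plate's cutoff, the mean activation of the plate's test wells plus 3 SD, cut at about 12% in these data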;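 note: 0% = DMSO only wells and 100% = carbachol wells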
Target sequence (Q8TDD5 whole entry, looked up): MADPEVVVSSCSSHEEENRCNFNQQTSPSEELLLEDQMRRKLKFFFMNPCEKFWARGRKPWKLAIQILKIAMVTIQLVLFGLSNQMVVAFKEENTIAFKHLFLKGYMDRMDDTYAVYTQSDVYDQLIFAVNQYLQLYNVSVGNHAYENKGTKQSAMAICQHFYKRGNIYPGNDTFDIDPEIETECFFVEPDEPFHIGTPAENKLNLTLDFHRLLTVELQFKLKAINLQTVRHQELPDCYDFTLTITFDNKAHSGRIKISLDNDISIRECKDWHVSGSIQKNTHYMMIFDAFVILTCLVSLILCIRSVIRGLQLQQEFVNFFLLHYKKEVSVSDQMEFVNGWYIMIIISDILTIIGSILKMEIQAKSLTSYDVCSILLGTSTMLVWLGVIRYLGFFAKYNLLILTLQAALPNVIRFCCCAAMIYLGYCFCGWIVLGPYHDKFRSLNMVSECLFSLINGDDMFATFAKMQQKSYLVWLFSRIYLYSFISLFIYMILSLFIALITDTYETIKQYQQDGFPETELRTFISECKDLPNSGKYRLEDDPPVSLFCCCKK
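Material: TRPML3-YFP stable HEK293 cells | Dosing: One concentration, 3 µM nominal, 0.3% DMSO | Timing: 125 s total fluorescence read per well | Technique: Fluo-8 calcium dye fluorescence, ex 470-495, em 515-575 nm | Measure: Percent activation from peak-to-basal fluorescence ratio, scaled between DMSO and carbachol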
* hit, by the source's call.

Screening Cn1c(CNC(=O)c2ccco2)nnc1SCC(=O)Nc1c(F)cc(F)cc1Br returned Ba/F3 V617F tox -2.8, PPC-1+TRAIL kill 18.8, CHOP inh 16.8, BaF3 tox 0.3, RBBP9 inh 9.1, Wee1 stabilizer -2.9, TNF necrop inh 0.1, zfTRPN1 agonist 0.2 and TRPML3 agonist -0.7.
`Cc1nn(-c2nc3ccccc3[nH]2)c(N)c1-c1ccc(Cl)cc1` gave Ba/F3 V617F tox -2.2, PPC-1+TRAIL kill 18.9, CHOP inh 30.1, BaF3 tox -1.3, RBBP9 inh -9.3, Wee1 stabilizer 10.7*, TNF necrop inh -0.3, zfTRPN1 agonist 5.2 and TRPML3 agonist 1.1.
Screening COc1ccccc1Nc1nc(-c2sc(NC(=O)C(C)(C)C)nc2C)cs1 returned Ba/F3 V617F tox -0.2, PPC-1+TRAIL kill 9.5, CHOP inh 12.2, BaF3 tox 6.0, RBBP9 inh -8.7, Wee1 stabilizer -2.2, TNF necrop inh 2.5, zfTRPN1 agonist 0.3 and TRPML3 agonist 0.0.
Screening O=c1[nH]c(=O)n(Cc2ccccc2)c2nc(-c3cccs3)n(CCO)c12 returned Ba/F3 V617F tox 3.0, PPC-1+TRAIL kill -27.0, CHOP inh 0.5, BaF3 tox -10.1, RBBP9 inh 11.3, Wee1 stabilizer -0.7, TNF necrop inh -1.7, zfTRPN1 agonist 1.0 and TRPML3 agonist 0.2.
For Cc1nn2c(C(F)(F)F)cc(-c3ccc(Cl)cc3)nc2c1C(=O)N1CCOCC1 the results were Ba/F3 V617F tox -1.0, PPC-1+TRAIL kill 20.3, CHOP inh -9.2, BaF3 tox 1.2, RBBP9 inh 1.3, Wee1 stabilizer -1.3, TNF necrop inh -2.0, zfTRPN1 agonist 0.9 and TRPML3 agonist 0.7.
Screening O=C(CCNC(=O)c1ccco1)Nc1ccc(N2CCOCC2)cc1 returned Ba/F3 V617F tox 0.1, PPC-1+TRAIL kill -28.4, CHOP inh 11.4, BaF3 tox 4.1, RBBP9 inh -9.5, Wee1 stabilizer 0.5, TNF necrop inh 1.0, zfTRPN1 agonist -0.8 and TRPML3 agonist 0.3.
`CC(=O)Nc1nc(Cn2nnc(-c3ccc4c(c3)OCO4)n2)nc(N(C)C)n1` gave Ba/F3 V617F tox 5.3, CHOP inh 6.4, BaF3 tox 7.7, RBBP9 inh -3.6, Wee1 stabilizer 0.9, TNF necrop inh -2.8, zfTRPN1 agonist 0.0 and TRPML3 agonist 0.9.
Screening Cc1ccc2[nH]c(=O)c(CN(CCCN(C)C)C(=O)Nc3ccc(F)cc3)cc2c1 returned Ba/F3 V617F tox 4.3, PPC-1+TRAIL kill -12.4, CHOP inh 6.3, BaF3 tox 4.5, RBBP9 inh -1.5, Wee1 stabilizer -3.0, TNF necrop inh 5.4, zfTRPN1 agonist 0.6 and TRPML3 agonist 0.5.
c1ccc(CCc2nc(-c3ccncc3)no2)cc1 was read as Ba/F3 V617F tox 0.1, PPC-1+TRAIL kill 12.3, CHOP inh 32.1, BaF3 tox 5.2, RBBP9 inh -3.6, Wee1 stabilizer 4.2, TNF necrop inh 6.0, zfTRPN1 agonist -0.2 and TRPML3 agonist 0.3.
For Cc1ccc(S(=O)(=O)N2CCC(C(=O)Nc3nnc(C45CC6CC(CC(C6)C4)C5)s3)CC2)cc1 the results were Ba/F3 V617F tox 0.1, PPC-1+TRAIL kill -11.0, CHOP inh 16.8, BaF3 tox 12.9, RBBP9 inh -7.5, Wee1 stabilizer -2.4, TNF necrop inh 0.4, zfTRPN1 agonist 0.7 and TRPML3 agonist 0.3.
Screening CN(Cc1c(F)cccc1Cl)c1ccc(S(=O)(=O)N2CCOCC2)cn1 returned Ba/F3 V617F tox -1.0, PPC-1+TRAIL kill -12.9, CHOP inh 10.4, BaF3 tox 1.8, RBBP9 inh -3.7, Wee1 stabilizer 12.3*, TNF necrop inh -3.8, zfTRPN1 agonist -0.3 and TRPML3 agonist 0.5.
Screening Cc1ccc(-n2c([S-])c(C(=O)Nc3ccc(OC(F)F)cc3)[n+]3ccc(C(=O)NCCO)cc23)cc1C returned Ba/F3 V617F tox 1.5, PPC-1+TRAIL kill -9.4, CHOP inh -7.0, BaF3 tox 6.2, RBBP9 inh 2.6, Wee1 stabilizer -0.3, TNF necrop inh -0.6, zfTRPN1 agonist 0.0 and TRPML3 agonist 0.6.
`Cc1occc1C(=O)Nc1ccccc1C(=O)O` gave Ba/F3 V617F tox -0.3, PPC-1+TRAIL kill -5.3, CHOP inh -2.3, BaF3 tox 3.0, RBBP9 inh -4.2, Wee1 stabilizer -1.9, TNF necrop inh -2.0, zfTRPN1 agonist 1.4 and TRPML3 agonist 0.0.
Screening CCOC(=O)c1c(NC(=O)C2CC2)sc2c1CC(C)(C)OC2 returned Ba/F3 V617F tox -0.6, PPC-1+TRAIL kill 2.3, CHOP inh 20.7, BaF3 tox 1.5, RBBP9 inh -0.7, Wee1 stabilizer 0.8, TNF necrop inh 2.3, zfTRPN1 agonist 0.5 and TRPML3 agonist 0.2.
For CC(=O)Nc1ccc(C(=O)OCC(=O)c2cccc([N+](=O)[O-])c2)cc1 the results were Ba/F3 V617F tox 0.0, PPC-1+TRAIL kill 14.6, CHOP inh 4.4, BaF3 tox 2.2, RBBP9 inh 1.1, Wee1 stabilizer -0.9, TNF necrop inh -0.9, zfTRPN1 agonist 1.1 and TRPML3 agonist 0.3.
Screening CC(C)C(=O)Nc1cccc(-c2cnc3ccccc3n2)c1 returned Ba/F3 V617F tox 1.6, PPC-1+TRAIL kill 25.0, CHOP inh 22.4, BaF3 tox 7.5, RBBP9 inh -6.5, Wee1 stabilizer 4.2, TNF necrop inh -0.9, zfTRPN1 agonist 0.2 and TRPML3 agonist 0.0.
CC(C)(C)C1CCC(=NNC(=O)c2ccccc2-n2cccc2)CC1 (centres undefined) was read as Ba/F3 V617F tox -0.4, PPC-1+TRAIL kill 9.4, CHOP inh 16.5, BaF3 tox 3.9, RBBP9 inh -4.3, Wee1 stabilizer 4.3, TNF necrop inh 3.9, zfTRPN1 agonist 0.9 and TRPML3 agonist 0.3.
O=C(CN=C1NS(=O)(=O)c2ccccc21)OCC(=O)c1cc(F)ccc1F was read as Ba/F3 V617F tox -3.2, PPC-1+TRAIL kill 10.3, CHOP inh 2.2, BaF3 tox 4.1, RBBP9 inh -0.8, Wee1 stabilizer 2.2, TNF necrop inh -0.4, zfTRPN1 agonist 1.3 and TRPML3 agonist 0.9.
For COc1cccc(CC(NC(C)=O)C(=O)NC2CCN(c3c(Cc4ccccc4)c(C)nc4ncnn34)CC2)c1 (centres undefined) the results were Ba/F3 V617F tox -2.5, PPC-1+TRAIL kill 23.9, CHOP inh 20.5, BaF3 tox 1.7, RBBP9 inh -3.4, Wee1 stabilizer 0.3, TNF necrop inh -7.5, zfTRPN1 agonist 0.5 and TRPML3 agonist -0.2.
For CCn1c(COc2ccccc2C)nnc1SCC(=O)Nc1ccc2c(c1)OCCO2 the results were Ba/F3 V617F tox -2.0, PPC-1+TRAIL kill 20.7, CHOP inh 34.8, BaF3 tox 9.5, RBBP9 inh -0.4, Wee1 stabilizer 5.6, TNF necrop inh -2.0, zfTRPN1 agonist 0.7 and TRPML3 agonist -0.5.
For COC(=O)c1ccc(CN(c2ccc(C)cc2)S(=O)(=O)c2ccc3c(c2)OCCO3)o1 the results were Ba/F3 V617F tox -2.8, PPC-1+TRAIL kill 5.3, CHOP inh 26.3, BaF3 tox -1.3, RBBP9 inh -12.2, Wee1 stabilizer 2.0, TNF necrop inh -3.5, zfTRPN1 agonist -0.4 and TRPML3 agonist -1.2.
Screening O=C(c1ccc(C#CC2(O)CCCCC2)cc1)N1CCOCC1 returned Ba/F3 V617F tox -6.1, PPC-1+TRAIL kill 10.7, CHOP inh -10.9, BaF3 tox 4.1, RBBP9 inh -5.5, Wee1 stabilizer 0.2, TNF necrop inh -0.3, zfTRPN1 agonist -0.1 and TRPML3 agonist 0.2.
`Cc1nn(CCN)c(C)c1Cl` gave Ba/F3 V617F tox -4.7, PPC-1+TRAIL kill 16.3, CHOP inh -24.0, BaF3 tox 1.4, RBBP9 inh 2.4, Wee1 stabilizer -2.9, TNF necrop inh -0.7, zfTRPN1 agonist 0.9 and TRPML3 agonist 0.2.
For CC1(C)O[C@@H]1COc1c2ccoc2cc2oc(=O)ccc12 the results were Ba/F3 V617F tox -1.1, PPC-1+TRAIL kill -6.2, CHOP inh 4.9, BaF3 tox 3.4, RBBP9 inh -10.4, Wee1 stabilizer -0.1, TNF necrop inh 1.3, zfTRPN1 agonist -1.0 and TRPML3 agonist 0.6.
Screening CCOC(=O)c1ccc(Nc2ncnc3nc[nH]c23)cc1 returned Ba/F3 V617F tox 0.5, PPC-1+TRAIL kill 33.0, CHOP inh 43.8, BaF3 tox 2.4, RBBP9 inh -0.9, Wee1 stabilizer 2.0, TNF necrop inh -10.0, zfTRPN1 agonist 0.7 and TRPML3 agonist 2.5.
COc1ccc(OCc2ccc(-c3nc4ccccc4c(=O)n3N)o2)cc1 was read as Ba/F3 V617F tox 1.3, PPC-1+TRAIL kill 19.0, CHOP inh 13.1, BaF3 tox 6.6, RBBP9 inh -6.3, Wee1 stabilizer 0.5, TNF necrop inh -4.1, zfTRPN1 agonist 1.6 and TRPML3 agonist 0.6.
CCCCCCn1c(Br)nc2c1c(=O)n(C)c(=O)n2C was read as Ba/F3 V617F tox -1.8, PPC-1+TRAIL kill 16.2, CHOP inh -3.6, BaF3 tox 3.4, RBBP9 inh -1.9, Wee1 stabilizer -0.6, TNF necrop inh -1.3, zfTRPN1 agonist -0.1 and TRPML3 agonist 0.5.
Screening Cc1ccccc1-n1c(SC/C(O)=C(\C#N)c2nc3ccccc3[nH]2)nnc1-c1ccncc1 returned Ba/F3 V617F tox -1.4, PPC-1+TRAIL kill -1.7, CHOP inh 7.8, BaF3 tox 3.6, RBBP9 inh -3.9, Wee1 stabilizer -3.3, TNF necrop inh 1.2, zfTRPN1 agonist 0.4 and TRPML3 agonist 0.8.
CCN(CC)C(=S)Nc1c(C)n(C)n(-c2ccccc2)c1=O was read as Ba/F3 V617F tox 1.8, PPC-1+TRAIL kill 37.1, CHOP inh 13.8, BaF3 tox 2.8, RBBP9 inh -0.1, Wee1 stabilizer 4.8, TNF necrop inh -1.0, zfTRPN1 agonist 1.6 and TRPML3 agonist 0.8.

Source: PubChem BioAssay (several laboratories)
